Source: PubChem BioAssay
GAA inhib = alpha-glucosidase (human) inhibition | Potency, µM (highest dose often 76.9 µM), for the others: at the top dose activity change, negative = inhibition, hits mostly inhibitors | P10253 | AID 1466 | purified human GAA, 4-MU-alpha-glucoside fluorescence | actives 0.005% (n = 200,000);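 also: plate controls were uninhibited enzyme wells for no effect and no-enzyme background for full effect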
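Compounds are titrated up to 77 uM against 4 nM human enzyme. Substrate 4-methylumbelliferyl-alpha-D-pyranoside (400 uM) reacts 20 min at room temperature in pH 5.0 buffer; liberated 4-methylumbelliferone is read at 440 nm.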
TRb SRC2 PPI = inhibitors of human thyroid hormone receptor beta-SRC2 interaction; TRbeta-SRC2 peptide binding, fluorescence polarization; receptor liganded with 1 µM T3; Potency, µM (series often up to 106 µM), without a hit: at the highest dose activity change, negative = inhibition, hits mostly inhibitors; actives 0.065% (n = 280,000);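 also: plate controls were bound peptide for no effect and peptide without receptor for full effect; nearly all actives have a fitted effect of over 50% in size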
Target sequence (P10828 whole entry, looked up): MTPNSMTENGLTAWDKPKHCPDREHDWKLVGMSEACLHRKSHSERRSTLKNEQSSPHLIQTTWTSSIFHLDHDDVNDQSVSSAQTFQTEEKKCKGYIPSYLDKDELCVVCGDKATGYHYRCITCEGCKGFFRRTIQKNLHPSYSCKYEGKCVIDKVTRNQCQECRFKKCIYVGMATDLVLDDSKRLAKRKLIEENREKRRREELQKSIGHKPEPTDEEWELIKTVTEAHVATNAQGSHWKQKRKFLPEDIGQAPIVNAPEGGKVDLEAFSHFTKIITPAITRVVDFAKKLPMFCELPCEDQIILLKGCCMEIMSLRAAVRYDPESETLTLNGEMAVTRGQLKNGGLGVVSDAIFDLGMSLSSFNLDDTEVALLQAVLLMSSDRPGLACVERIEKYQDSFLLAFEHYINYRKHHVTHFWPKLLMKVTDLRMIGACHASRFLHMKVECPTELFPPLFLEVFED
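Decrease in fluorescence polarization of 20 nM Texas Red SRC2 coactivator peptide flagged inhibition of its binding to 0.6 uM TRb LBD; 1 uM T3 included, incubation 5 hr, ex 555/em 632 nm.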
L3MBTL1 inh = blocks human L3MBTL1; Q9Y468; AlphaScreen L3MBTL1–H3K9me1 peptide binding; Potency, µM (series often up to 57.1 µM), for inactives: top-dose activity, negative = inhibition, actives largely listed as inhibitors; actives 0.66% (n = 230,000); also: nearly all actives have a fitted effect of over 60% in size
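AlphaScreen assay: L3MBTL1 (50 nM final) was preincubated 30 min at room temperature with biotinylated H3(1-15)K9me1 peptide (75 nM final), then 30 min with library compounds; streptavidin donor and nickel chelate acceptor beads (10 ug/mL final) added, 30 min dark.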
TR SRC2 fluor cs = counter-screen for TRb-SRC2 inhibitors: fluorescence interference. TRb/SRC2 Texas Red total fluorescence interference. Potency, µM (doses to about 106 µM), for inactives: top-dose fluorescence change, negative = quenching. actives 0.29% (n = 280,000). AID 1479; active = well fitted curve in either direction with a large enough effect; inconclusive = small, poorly fitted or top-dose-only effect
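Human TRβ ligand-binding domain (0.6 uM) and Texas Red SRC2 peptide (20 nM) in Tris buffer with 1 uM T3 and 5% DMSO were incubated with pinned compound for 5 hr at ambient temperature. Total fluorescence was computed as S + 2P (555/632 nm).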
GAA glycogen = inhibitors or activators of human alpha-glucosidase glycogen cleavage. P10253. recombinant GAA, glycogen substrate, Amplex Red glucose oxidase fluorescence. Potency, µM (top dose mostly 76.4 µM), inactives show top-dose activity change, negative = inhibition, most hits filed as inhibitors. actives 0.38% (n = 300,000);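 also: 0% = full enzyme reaction and -100% = no-enzyme basal signal; the screen sought inhibitors and activators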
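Recombinant enzyme (4 nM final) with compounds titrated up to 77 uM and bovine liver glycogen (30 ug) in citrate pH 5.0, 0.01% Tween-20, 37 C 40 min. Released glucose detected by Amplex Red/glucose oxidase (Ex 573/Em 610); AC50 from Hill fits.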
RGS12 GoLoco inh = blocks human Gai1 binding to RGS12 GoLoco peptide, red readout. P63096. Gai1:RGS12 GoLoco peptide FP, rhodamine, 10 min. Potency, µM (series often up to 61.6 µM), inactives show at the highest dose activity, negative = inhibition, hits mostly inhibitors. actives 0.44% (n = 230,000); active = well fitted inhibition curve with a large enough effect, not every such curve was filed as active; inactive = no such curve, though single readings can be large or run the other way; also: nearly all actives have a fitted effect of over 30% in size; many of its hits are not listed in these tables
Target sequence (P63096 whole entry, looked up): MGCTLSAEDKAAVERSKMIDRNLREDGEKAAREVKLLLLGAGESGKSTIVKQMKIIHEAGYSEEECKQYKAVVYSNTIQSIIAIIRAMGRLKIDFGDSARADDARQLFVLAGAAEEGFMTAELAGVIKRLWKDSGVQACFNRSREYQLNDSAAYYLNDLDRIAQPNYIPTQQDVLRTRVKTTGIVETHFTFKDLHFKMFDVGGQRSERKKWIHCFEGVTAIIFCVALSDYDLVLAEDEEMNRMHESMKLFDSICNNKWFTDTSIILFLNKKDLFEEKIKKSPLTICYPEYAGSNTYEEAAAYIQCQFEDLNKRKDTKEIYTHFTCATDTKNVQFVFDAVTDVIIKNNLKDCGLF
aGlu spleen mod = inhibits or activates alpha-glucosidase in human spleen homogenate; actives 0.006% (n = 240,000); P10253; AID 2112; Potency, µM (series often up to 79.9 µM), without a hit: at the highest dose activity change, negative = inhibition, hits mostly inhibitors; human spleen homogenate, 4-MU-alpha-glucoside fluorescence;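 also: 0% = enzyme with vehicle and -100% = no enzyme basal signal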
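Human spleen homogenate (1 ug) with 4-methylumbelliferyl-alpha-D-glucopyranoside (1 mM final) in 50 mM citrate/phosphate pH 5.0, 0.01% Tween-20; 40 min at 37 C. Stopped at pH 10; 4-MU fluorescence Ex 365/Em 440 nm; AC50 by Hill fit.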
RECQ1 inh = RECQ1 (human) helicase inhibition; P46063; Potency, µM (highest dose often 57.3 µM), inactives show top-dose activity, negative = inhibition, usual class: inhibitors; actives 0.54% (n = 240,000); RECQ1 DNA unwinding, red fluorescence kinetic read;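 also: plate controls were vehicle for no effect and no enzyme for full effect; nearly all actives have a fitted effect of over 30% in size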
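50 nM RECQ1T1 preincubated 15 min with compound in Tris pH 8.0 buffer with MgCl2, DTT, Tween-20 and 2.5 ug/ml poly(dI-dC); started with 200 nM TAMRA/BHQ-2 forked duplex and 2 mM ATP. Unwinding read as fluorescence (525/598 nm), two reads 2 h apart.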
An asterisk follows results filed as active; i = inactive; ? = inconclusive; / = no result given; & = joins results of further samples; [ ] = another dose, or the depositor's remark. Unless noted, calls follow the shape of the dose curve; as a rule, active = well fitted curve in the direction sought with a large enough effect; inconclusive = small, poorly fitted or top-dose-only effect, or another doubt; inactive = no such curve, though single readings can be large; an effect the other way counts as inactive or inconclusive. Unless noted, % is scaled to controls: 0 for no effect and ±100 for the full control effect; potency is read from the fitted curve at half-maximal effect.

SMILES	GAA inhib	TRb SRC2 PPI	L3MBTL1 inh	TR SRC2 fluor cs	GAA glycogen	RGS12 GoLoco inh	aGlu spleen mod	RECQ1 inh
O=[N+]([O-])c1cc([N+](=O)[O-])c(N2CCCCCC2)cc1NCCO	-12%	-5%	-9%	-2%	-13%	-6%	-4%	-2%
Cc1ccc(Cn2c(O)c(N=NC(=S)Nc3ccccc3F)c3ccccc32)cc1	-7%	-2%	/	-2%	4%	4%	-14%	i
O=C(CN1CCN(c2ccccc2)CC1)Nc1ccccc1C(F)(F)F	-11%	-10%	/	-3%	-4%	2%	-6%	-8%
Cc1cc(C)nc(N(C#N)CN2C(=O)c3ccccc3S2(=O)=O)n1	-1%	0%	-3%	-5%	3%	5%	1%	-9%
Cc1csc(Nc2ccc(Cl)cc2)n1	4%	-10%	-16%	-1%	?	4%	-19%	-4%
Nc1nc(CSc2nc3ccccc3s2)nc(Nc2ccccc2)n1	-4%	-11%	-12%	?	-3%	1%	3%	-7%
Cc1ccc(S(=O)(=O)NN2C(=O)c3ccccc3NC2C)cc1 (centres undefined)	3%	-9%	0%	-1%	-14%	8%	-11%	1%
O=C(Nc1ccccn1)c1c(O)c2cccc3c2n(c1=O)CCC3	-14%	4%	0%	2%	-2%	-3%	4%	-2%
O=C(O)C1CCNCC1	/	4%	/	-1%	/	9%	7%	-3%
Cc1ccc(Cn2ccsc2=NC(=O)CCl)cc1	-2%	-5%	/	3%	2%	20%	1%	-5%
Cc1ncoc1C(=O)Nc1cccc(Cl)c1	3%	-18%	-2%	1%	-19%	24%	6%	2%
CCN1C(=O)c2cccc3c(S(=O)(=O)Nc4ccccc4)ccc1c23	-10%	-14%	30%	-6%	-4%	19%	-5%	-8%
CCOC(=O)N1CCC(N2CCN(C3CCCC3)C(CCO)C2)CC1 (centres undefined)	-12%	3%	-1%	-6%	-7%	7%	10%	-3%
Cc1c(C(=O)C(=O)NCCc2ccc(S(N)(=O)=O)cc2)c2ccccc2n1C	4%	0%	0%	0%	8%	-8%	3%	-4%
Cc1cc(C(=O)Cn2nnc(-c3ccc(Cl)cc3)n2)c(C)n1-c1ccccc1	?	4%	-4%	-19%	-6%	-1%	-12%	-7%
Cc1c(NC(=O)C(C)OC(=O)CCC2CCCC2)c(=O)n(-c2ccccc2)n1C (centres undefined)	-8%	14%	/	-2%	-5%	-11%	-1%	-12%
CO/N=C/NC(=O)C1=NOC(CNc2ncc(C(F)(F)F)cc2Cl)C1 (centres undefined)	0%	-4%	/	0%	4%	1%	3%	9%
COC(=O)c1ccc(CSc2ccccc2C)o1	5%	7%	2%	1%	1%	-11%	3%	0%
CC(C)(O)[C@@H]1Cc2c(ccc3ccc(=O)oc23)O1	?	-2%	1%	-1%	3%	-1%	7%	-3%
CNCC(O)COc1ccccc1 (centres undefined)	-11%	-3%	/	1%	-14%	13%	-5%	i
COC(CC(=O)NNC(=S)Nc1ccccc1)OC	1%	8%	11%	-2%	?	12%	-4%	14µM*
CCOC(=O)c1cc2c(=O)n3ccccc3nc2n(Cc2ccccc2Cl)c1=N	14%	-3%	3%	-6%	1%	1%	9%	2%
CCN(CC)CCn1c(-c2ccccc2)nc2c(N3CCOCC3)nc(C)nc21	/	-2%	/	0%	/	-5%	1%	-3%
COc1ccc(N2CCN(C(=O)C3Cc4ccccc4CN3C(=O)c3ccccc3)CC2)cc1 (centres undefined)	?	-7%	/	-1%	-4%	1%	7%	-2%
CN(C(=O)COC(=O)c1ccc2[nH]c3c(c2c1)CCCC3)C1CCS(=O)(=O)C1 (centres undefined)	7%	14%	-18%	-3%	-12%	-2%	-4%	-1%

13 structures already listed, ordered by number of heavy atoms, highest first:
SMILES	GAA inhib	TRb SRC2 PPI	L3MBTL1 inh	TR SRC2 fluor cs	GAA glycogen	RGS12 GoLoco inh	aGlu spleen mod	RECQ1 inh
COc1ccc(N2CCN(C(=O)C3Cc4ccccc4CN3C(=O)c3ccccc3)CC2)cc1 (centres undefined)	?	-7%	/	-1%	-4%	1%	7%	-2%
Cc1ccc(Cn2c(O)c(N=NC(=S)Nc3ccccc3F)c3ccccc32)cc1	-7%	-2%	/	-2%	4%	4%	-14%	i
Cc1c(NC(=O)C(C)OC(=O)CCC2CCCC2)c(=O)n(-c2ccccc2)n1C (centres undefined)	-8%	14%	/	-2%	-5%	-11%	-1%	-12%
Cc1c(C(=O)C(=O)NCCc2ccc(S(N)(=O)=O)cc2)c2ccccc2n1C	4%	0%	0%	0%	8%	-8%	3%	-4%
O=C(CN1CCN(c2ccccc2)CC1)Nc1ccccc1C(F)(F)F	-11%	-10%	/	-3%	-4%	2%	-6%	-8%
CCOC(=O)N1CCC(N2CCN(C3CCCC3)C(CCO)C2)CC1 (centres undefined)	-12%	3%	-1%	-6%	-7%	7%	10%	-3%
Cc1cc(C)nc(N(C#N)CN2C(=O)c3ccccc3S2(=O)=O)n1	-1%	0%	-3%	-5%	3%	5%	1%	-9%
Cc1ccc(S(=O)(=O)NN2C(=O)c3ccccc3NC2C)cc1 (centres undefined)	3%	-9%	0%	-1%	-14%	8%	-11%	1%
Cc1ccc(Cn2ccsc2=NC(=O)CCl)cc1	-2%	-5%	/	3%	2%	20%	1%	-5%
Cc1ncoc1C(=O)Nc1cccc(Cl)c1	3%	-18%	-2%	1%	-19%	24%	6%	2%
Cc1csc(Nc2ccc(Cl)cc2)n1	4%	-10%	-16%	-1%	?	4%	-19%	-4%
CNCC(O)COc1ccccc1 (centres undefined)	-11%	-3%	/	1%	-14%	13%	-5%	i
O=C(O)C1CCNCC1	/	4%	/	-1%	/	9%	7%	-3%

(listing goes on)
SMILES	GAA inhib	TRb SRC2 PPI	L3MBTL1 inh	TR SRC2 fluor cs	GAA glycogen	RGS12 GoLoco inh	aGlu spleen mod	RECQ1 inh
CNc1nc(Oc2ccc(=O)n(C)n2)nc(N2CCOCC2)n1	-13%	3%&-8%	47%[activator]	6%&-4%	19%[76.3 µM]	-4%	0%	-10%
COc1ccc(OC2OC3COC(c4ccco4)OC3C(O)C2NC(C)=O)cc1 (centres undefined)	-2%	0%	16%	-1%	-3%	5%	-15%	1%
CCOC(=O)c1[nH]c2ccc(F)cc2c1NC(=O)CN1CCc2cc(OC)c(OC)cc2C1	-5%	-1%	-8%	-1%	-25%	-17%	0%	-12%
Cc1cc(C)c(NC(=O)CS(=O)CC(=O)N2CCN(c3ccccc3)CC2)c(C)c1 (centres undefined)	-3%	6%	8%	-1%	-5%	0%	1%	i
Cc1cc(=O)n2c3ccccc3n(CC(O)CN3CCCC3)c2c1C#N (centres undefined)	12%	-8%[53 µM]	-3%	-1%[53 µM]	10%	-2%	-9%	i
COc1ccc(-c2ccc(CCC(=O)O)n2C(C)C)cc1	?	4%	/	-2%	6%	4%	4%	-7%
COc1ccccc1OCCC(=O)OCC(=O)Nc1cccc(Br)c1	0%	-9%	6%	-2%	-10%	-3%	-6%	-7%
O=C(N/N=C1/CCSC1)c1cccc([N+](=O)[O-])c1	8%	-3%	4%	-3%	-2%	-1%	-14%	0%
CC(NC(=O)C(=S)N1CCN(C)CC1)c1ccccc1 (centres undefined)	10%	2%	-8%	-2%	5%	7%	-2%	12%
O=S(=O)(c1ccccc1)N1CCSC1c1ccco1 (centres undefined)	2%	4%	-14%	-9%	0%	3%	-6%	-17%
COc1ccccc1N1CC(C)(C)C(=O)N(C(=O)c2c(F)cccc2Cl)C1=S	/	9%	-19%	-1%	-6%	4%	4%	-9%
Cc1ccc(C(=O)Nc2cc(C(C)C)c(O)c(C(C)C)c2)cc1	?	-4%	-17%	-10%	9%	12%	-2%	-12%
CC(=O)Nc1ccccc1C(=O)C(=O)Nc1cccc(C(=O)N2CC(C)CC(C)C2)c1 (centres undefined)	2%	-5%	?	-7%	-9%	7%	0%	-12%
Cc1ccc(OC(=O)CCC(=O)N2CCc3ccccc32)cc1	1%	-1%	7%	1%	4%	/	-2%	-3%
COc1cc(SC)ccc1C(=O)NCc1ccc(C)cc1	2%	6%	1%	0%	2%	-2%	3%	3%
CC(=O)C1=C(O)C(=O)N(c2ccc(C)cc2)C1c1ccc([N+](=O)[O-])cc1 (centres undefined)	0%	-7%	0%	2%	-10%	-6%	-9%	i
CC1CCCCC1NC(=O)Cn1nnc2ccccc2c1=O (centres undefined)	9%	-14%	3%	-2%	-6%	1%	-3%	i
Cc1ccc(/C=N/Nc2ccc(Cl)c(C(=O)O)c2)s1	-7%	1%	-10%	-5%	10%	6%	-10%	-14%
O=C1CNC(=O)/C1=C/c1ccc(O)cc1	-1%	4%	-3%	0%	-12%	-11%	3%	1%
COc1ccc(N(CC(=O)Nc2cc(C)ccc2C)S(=O)(=O)c2c(C)nn(C)c2C)cc1	14%	12%	8%	-1%	-10%	-12%	-1%	-5%
O=C(Cn1nnc(-c2ccccc2)n1)NNC(=O)c1ccc(Br)cc1	3%	-7%	58%[activator]	1%	0%	14%	-5%	2%
O=C(c1ccc(F)cc1)N1CCOCC1	-3%	0%	-1%	1%	-8%	11%	5%	-2%
O=C(CCC(=O)c1ccc(Oc2ccccc2)cc1)Nc1cccc(Cl)c1	4%	-17%	11%	2%	13%	-5%	2%	-2%
Cc1ccc(OCCC(=O)O)cc1	-4%	1%	?	-2%	4%	5%	11%	-1%
CC(=O)N1c2ccccc2NC2=C(C(=O)CCC2)C1c1ccc(F)cc1 (centres undefined)	4%	-19%	-4%	-3%	0%	-1%	12%	-1%
CN(c1ccccc1)S(=O)(=O)c1cccc(NC(=O)CSc2ncc(C(F)(F)F)cc2Cl)c1	0%	4%	32%[activator]	-1%	0%	-5%	-4%	-9%

These rows are one share of the data (hit frequency here may not be typical).
